MOR-DOR ag: OPRM1-OPRD1 heterodimerization agonism. AID 504326. activation, % at 9.3 µM. cells, luminescence. actives 0.3% (n = 340,000). P35372+P41143; in the data active = activation above about 18%;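 note: 0% = vehicle-treated cells and 100% = reference agonist; values of inactives mirror those of a sister screen read the other way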
Target sequence (P35372 whole entry, looked up): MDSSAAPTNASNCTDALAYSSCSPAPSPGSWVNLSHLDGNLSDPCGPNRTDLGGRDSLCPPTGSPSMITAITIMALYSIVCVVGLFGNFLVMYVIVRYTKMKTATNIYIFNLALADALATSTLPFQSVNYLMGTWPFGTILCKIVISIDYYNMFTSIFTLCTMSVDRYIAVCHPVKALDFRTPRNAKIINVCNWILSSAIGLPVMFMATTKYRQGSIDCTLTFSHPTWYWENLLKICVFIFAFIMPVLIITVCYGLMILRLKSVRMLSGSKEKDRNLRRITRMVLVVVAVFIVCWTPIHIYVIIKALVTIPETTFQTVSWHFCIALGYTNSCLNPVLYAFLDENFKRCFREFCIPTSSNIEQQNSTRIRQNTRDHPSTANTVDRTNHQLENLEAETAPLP
Target sequence (P41143 whole entry, looked up): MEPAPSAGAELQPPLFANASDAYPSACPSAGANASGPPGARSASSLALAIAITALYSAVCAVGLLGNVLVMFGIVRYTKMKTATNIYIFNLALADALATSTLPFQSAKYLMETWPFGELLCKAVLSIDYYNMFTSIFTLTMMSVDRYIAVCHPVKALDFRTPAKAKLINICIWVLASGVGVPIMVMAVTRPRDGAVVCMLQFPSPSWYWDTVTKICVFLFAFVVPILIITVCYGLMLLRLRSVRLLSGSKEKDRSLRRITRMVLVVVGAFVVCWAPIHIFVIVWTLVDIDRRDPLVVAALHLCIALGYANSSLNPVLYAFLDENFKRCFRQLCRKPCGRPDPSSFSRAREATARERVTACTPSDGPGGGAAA
HTR5A ag: counter-screen for OPRM1-OPRD1 agonists: human HTR5A agonism; actives 0.61% (n = 340,000); HTR5A agonist assay, luminescence, cell-based; P47898; activation, % at 9.3 µM; in the data active = activation mostly above about 9.5%, no sharp cut-off; inactive = mostly below about 7.6%;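 note: 0% = cells with vehicle only and 100% = reference agonist; strong numbers were not always called active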
HTR5A inv ag: counter-screen for OPRM1-OPRD1 inverse agonists: human HTR5A inverse agonism; AID 504634; P47898; actives 0.083% (n = 340,000); inhibition, % at 9.3 µM; HTR5A cell line, luminescence; in the data active = inhibition mostly above about 23%, no sharp cut-off; inactive = mostly below about 18%;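 note: 0% = cells with DMSO and 100% = no-cell wells with DMSO; some compounds called inactive have numbers as strong as hits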
Pemphigus Ab inh: blocks pemphigus antibody binding to human desmoglein-3; P32926; DSG3-coupled beads, scFv-anti-DSG3-GFP binding, flow cytometry; active compounds read low; binding (percent of control), % at 10 µM; actives 0.48% (n = 310,000); AID 588358;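 active = binding more than 3 SD below its plate's average and above zero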;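 note: hits lower antibody fragment binding to DSG3; some compounds called inactive have numbers as strong as hits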
DAGLB inhibitor: blocks human DAGLB lipase activity; HEK293T DAGLB membrane lysate, EnzChek fluorogenic substrate; actives 0.059% (n = 340,000); AID 504411; inhibition, % at 5.17 µM; in the data active = inhibition above about 34%;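 note: 0% = enzyme with vehicle and 100% = wells lacking enzyme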
V-ATPase pHluor: yeast V-ATPase proton transport regulation by pHLuorin. actives 0.37% (n = 350,000). response, % at 10 µM. S. cerevisiae, pHLuorin cytosolic pH fluorescence; in the data active = response mostly above about 7.3%, no sharp cut-off; inactive = mostly below about 5.4%; note: actives read high; inactives centre near 0; some compounds called inactive have numbers as strong as hits; reference of the scale not given here
Arr AP2 block: inhibitors of human beta-arrestin and AP2 interaction. inhibition, % at 10 µM. actives 0.31% (n = 340,000). FITC-arrestin peptide / GST-AP2 beads, flow cytometry; AP2 beta2 appendage carries R879A mutation;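 active = inhibition above a set limit, near 3 SD of compounds lacking own fluorescence, cut at about 54% in these data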;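 note: plate controls were DMSO wells for no effect and 5 µM unlabelled arrestin peptide for full effect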
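System: GST-AP2 R879A glutathione beads | Also added: FITC-arrestin peptide, 50 nM | Times: 12 min plus 1 h, RT | Signal: Bead flow cytometry, FITC channel | Buffer or medium: PBS with 0.05% Tween 20 and 0.1% BSA | Read-out basis: Percent drop in bead-associated FITC signal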
PKA-R1A activ: activators of PKA-R1A complex. PKA-R1A dissociation, Cy5-IP20 fluorescence polarization; scaled: DMSO 0%, 113 µM cGMP 100%. activation, % at 11.4 µM. actives 0.083% (n = 340,000);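 active = percent activation above the mean of all tested compounds plus 3 SD, cut at about 19% in these data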;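 note: higher means more PKAc released from R1A so a rise in polarization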
MOR-DOR inv ag: inverse agonists of human mu-delta opioid receptor heterodimerization | P35372+P41143 | cell-based MOR-DOR heterodimer luminescence, inverse agonism | inhibition, % at 9.3 µM | actives 0.21% (n = 340,000) | AID 504357; in the data active = inhibition above about 22%, passing the limit was not always enough;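 note: 0% = cells with DMSO and 100% = wells without cells with DMSO; values of inactives mirror those of a sister screen read the other way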
PKA-R2B act: activators of human PKA-R2B complex; actives 0.079% (n = 340,000); AID 504700; PKA-R2B holoenzyme dissociation, Cy5-IP20 fluorescence polarization; R2B truncated from residue 108, S112A mutant; 0% DMSO only, 100% 113 µM cGMP; P22694+P31323; activation, % at 11.4 µM;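 active = activation above a cutoff set at the mean over all compounds plus 3 SD, cut at about 18% in these data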;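 note: higher means more holoenzyme dissociation and a rise in polarization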
* marks the source's active call; other numbers are inactive results; . = not tested or not shown.

Every second line gives: MOR-DOR inv ag	V-ATPase pHluor	Pemphigus Ab inh	DAGLB inhibitor	MOR-DOR ag	PKA-R2B act	PKA-R1A activ	HTR5A inv ag	Arr AP2 block	HTR5A ag
1) CCOC(=O)C(NC(=O)c1ccc(OC)cc1)(N1CCCC1=O)C(F)(F)F (configuration not stated)
→ -1	-3	104	0	0.3	9	5	9	1	3
2) Cc1cc(NC(=O)CSc2nnc(C3COc4ccccc4O3)n2N)no1 (configuration not stated)
→ -21	-2	98	1	4.0	-12	1	-10	5	-3
3) O=C(CCSc1ccccc1)NC1CCCC1
→ 19	3	104	-1	-3.2	-6	6	-2	0	-4
4) COc1ccc(/C(C)=N/NC(=O)c2ccccc2N)cc1
→ 9	0	104	-3	-1.8	-4	-7	4	-17	-1
5) Cc1ccc(S(=O)(=O)N=Nc2c(O)[nH]c3ccccc23)cc1C
→ 47*	-5	102	-1	-9.1	2	0	25	31	-2
6) COC(=O)Nc1sccc1C(=O)Nc1sccc1C(=O)OC
→ 2	-4	95	-2	-0.4	4	-8	-17	8	5
7) CSCCC(NC(=O)c1ccccc1Cl)C(=O)NCC(c1cccs1)N(C)C (configuration not stated)
→ 8	1	104	-2	-1.2	-4	8	-20	-5	7
8) CC(C)Oc1ccc(S(=O)(=O)N2CCCCC2)cc1NC(=O)C1=COCCO1
→ 11	1	106	-4	-2.2	-7	-9	10	1	-4
9) CCOc1cc(/C=C(/C#N)c2nc3ccccc3[nH]2)ccc1OCc1ccc(C(=O)O)o1
→ -9	0	101	3	1.7	-6	-8	-41	2	1
10) COc1ccc(-n2cccc2/C=C2\C(=N)N3N=C(C(C)C)SC3=NC2=O)cc1
→ 1	0	98	4	-0.1	-2	-1	5	1	-3
11) CN(Cc1c(F)cccc1Cl)C(=O)c1ccc(NC(=O)CC2SC(N3CCCCC3)=NC2=O)cc1 (configuration not stated)
→ 4	-2	111	-1	-1.1	6	1	-9	-2	3
12) COCc1cc(C)nc(Nc2ccc(C)c(C)c2)c1C#N
→ -30	-2	100	-10	5.2	0	-4	-18	-1	5
13) Oc1ccc(C=NNC(=S)Nc2ccccc2)nc1
→ .	1	104	2	.	6	2	.	.	.
14) COc1ccccc1CN1CC(C(=O)NCCN2CCNC2=O)CCC1=O (configuration not stated)
→ 10	-3	96	5	-2.0	-4	-8	14	5	1
15) CCOc1cc(/C=N/Nc2ncc(C)c(=O)[nH]2)ccc1O
→ 10	1	90	0	-1.7	-2	2	1	34	0
16) CNC(=O)CC(CC(=O)c1ccccc1)c1ccccc1 (configuration not stated)
→ -3	-1	107	1	0.6	3	-6	-22	-6	8
17) Cc1cc(C)c(S(=O)(=O)Nc2ccncc2)cc1C
→ 8	-2	90	0	-1.7	3	-7	-18	-7	5
18) CC(Sc1cccc(C(F)(F)F)c1)C(=O)NC(N)=O (configuration not stated)
→ 14	-1	104	4	-2.4	-4	-3	2	18	1
19) Cc1c(N=C/C=C/c2ccccc2)cnn1C
→ 15	2	106	-4	-3.4	-5	-3	13	-5	3
20) COc1ccc(C(=O)Cn2nnc(-c3ccccc3NC(=O)C(F)(F)F)n2)cc1
→ -10	-2	89	-5	1.8	-5	-3	0	10	0
21) O=S(=O)(c1ccc2c(c1)oc1ccccc12)N1CCOCC1
→ -25	3	105	-7	4.5	9	1	-40	3	-3
22) Cn1c2c(c(=O)n(C)c1=O)C(NS(=O)(=O)c1ccc(Cl)cc1)(C(F)(F)F)C(=O)N2 (configuration not stated)
→ 6	0	117	3	-1.1	-6	-6	-22	8	8
23) CCCCCC1CCC(C(=O)O)CC1 (configuration not stated)
→ 11	4	.	4	-1.8	-4	-4	-4	20	-1
24) N#C/C(=C\c1ccco1)C(=O)Nn1cnnc1
→ -6	3	100	-1	1.2	-17	2	9	18	-3
25) COc1ccc(C2=NN(C(=O)/C=C/c3ccccc3)C(c3ccccc3)C2)c(OC(C)=O)c1 (configuration not stated)
→ 1	2	103	-4	-0.3	-4	3	12	3	-3
26) COc1ccc(/C=C/c2nnc(NC(=O)CC(C)C)s2)cc1
→ -9	-1	114	-1	1.8	-7	-8	-29	-12	3
27) Cc1ccccc1-c1noc(CNC(=O)c2ccco2)n1
→ -7	-2	96	-2	0.9	-8	8	-11	-7	2
28) O=C(/C=C/c1cccs1)N1CCN(c2ccccc2)CC1
→ 4	-2	102	-8	-0.8	-11	12	-9	18	3
29) O=S(=O)(Nc1ccc2c(c1)nc1n2CCN(Cc2ccccc2)C1)c1ccc(F)cc1
→ .	-3	103	1	.	-7	1	.	5	.
30) O=C1N[C@@H](c2ccccc2)COC(=O)[C@H](Cc2ccc(F)cc2)C/C=C\C[C@H]1CC(=O)N(CCO)Cc1ccccc1
→ 22	-5	103	-1	-3.9	4	-10	-22	-5	8
31) Cc1ccc(COC(=O)NCc2cccnc2)cc1
→ 17	-1	103	-1	-3.6	3	-4	-8	-2	2
32) COc1ccc(CCC(N)=O)cc1OC
→ 6	0	102	-1	-1.3	7	-6	-17	14	-2
33) CCN(CC(=O)Nc1ccc(S(=O)(=O)N2CCCC2)cc1)CC(=O)Nc1cccc(OC)c1
→ 18	-2	100	-3	-3.3	0	-8	8	1	-3
34) C=C(C)C(=O)Oc1ccc(N2C(=O)CCC2=O)cc1
→ 5	3	103	1	-1.0	-6	4	5	-6	-2
35) CC1Cc2ccccc2N1C(=O)COC(=O)c1ccc([N+](=O)[O-])o1 (configuration not stated)
→ -17	1	104	-2	4.3	0	7	-12	4	5
36) Cc1ccc(S(=O)(=O)N(C)C)cc1NC(=O)CN1CCN(Cc2ccccc2)CC1
→ 10	-2	115	1	-2.0	-8	4	-27	19	-1
37) Cc1cc(C)nc(NC(=O)c2c(Cl)cccc2Cl)n1
→ -2	-3	110	-5	0.4	-2	-4	-5	11	2
38) COc1cc(/C=N/N2CCN(C3c4ccccc4-c4ccccc43)CC2)ccc1O
→ -29	-5	99	0	5.7	-2	-2	-20	-1	8
39) CC(=O)Nc1ccc(NC(=O)C(C)OC(=O)COc2ccc(Nc3ccccc3)cc2)cc1 (configuration not stated)
→ 10	3	105	1	-2.6	0	7	2	24	-1
40) CCCSc1ncnc2sc(C)c(C)c12
→ 20	-1	102	-3	-4.4	-5	0	12	23	-5
41) CCCCn1c(NCCC)nc2c1c(=O)[nH]c(=O)n2C
→ 5	4	99	1	-0.8	-12	1	8	30	-3
42) COc1cccc(-c2cc(=O)c3cc(NC(C)=O)ccc3[nH]2)c1
→ 10	4	95	-3	-1.8	-14	-4	4	12	1
43) O=C(CC1c2ccccc2Oc2ccccc21)Nc1ccccc1F
→ -68	6	99	-5	13	-3	-2	-18	-2	7
44) CCOC(=O)N1CCN(C(=O)c2ccc3c(c2)NC(=O)/C(=C\c2cccc(C)c2)S3)CC1
→ 14	6	104	3	-2.7	-4	-10	-26	-2	3
45) CC(=O)c1coc2c1cc(O)c1ccccc12
→ -11	-3	99	-1	2.0	-2	-9	7	-17	-1
46) O=C(NCCCO)c1cc2c([nH]c3ccccc32)c(-c2ccc(F)cc2)n1
→ 14	0	97	0	-2.5	0	5	-5	-19	1
47) O=C(CSc1n[nH]c(=O)n1C1CC1)c1c[nH]c2ccccc12
→ 9	6	100	2	-2.3	11	10	11	2	3
48) O=S(=O)(NC1CCCCC1)c1ccc(Cl)nc1
→ 12	-4	95	0	-2.2	-23	4	-12	49	2
49) O=C(COc1ccc(Cl)cc1)NCCSc1ccccc1
→ 2	1	104	-15	-0.4	-1	1	10	-10	-5
50) CCC(=O)N1CCc2cc(Br)cc(S(=O)(=O)CCC(=O)NCC3CCCO3)c21 (configuration not stated)
→ -11	0	95	3	1.7	5	-7	-4	33	7
51) O=C1C[C@@H](c2ccccc2)Oc2cc(O)cc(O)c21
→ 6	11	97	-4	-1.1	5	14	-18	3	2
52) COC(=O)/C(C#N)=C1/SC=C(C)N1c1ccccc1
→ 2	1	.	0	-0.4	0	-4	10	-8	0
53) CS/C(=N\S(=O)(=O)c1ccccc1)c1ccccc1
→ 1	2	99	1	-0.1	-6	-2	0	3	-2
54) COC(=O)c1ccccc1NC(=O)CSCC(=O)Nc1ccccc1
→ 9	.	.	-3	-1.8	7	-1	-8	-6	3
55) Cc1ccc(F)c(CNC(=O)C2CCC(=O)N(CCCN3CCCC3=O)C2)c1F (configuration not stated)
→ 9	-4	.	0	-1.7	3	-12	17	-2	1
56) O=C(COC(=O)CSc1ccc([N+](=O)[O-])cc1)NCCCc1ccccc1
→ 2	3	107	-2	-0.3	-2	2	-11	2	3
57) COc1ccc(-c2c(C)nn3c(N4CCC(C(=O)N5CCCCC5)CC4)cc(C)nc23)cc1OC
→ 3	2	96	2	-0.6	-4	1	1	11	0
58) O=C(/C=C/c1ccco1)Nc1cccc(NC(=O)/C=C/c2ccco2)n1
→ 0	0	97	3	-0.1	-5	-8	9	-4	0
59) O=C(O)COc1ccccc1-c1ccccc1
→ 8	-1	103	1	-1.4	0	0	-15	2	5
60) Clc1ccc(CN2CCC(c3nc4ccc(Cl)cc4[nH]3)CC2)cc1
→ -15	4	124	-1	2.6	-11	-9	16	20	5

Complete entries as entered above. Order of screens: MOR-DOR inv ag | V-ATPase pHluor | Pemphigus Ab inh | DAGLB inhibitor | MOR-DOR ag | PKA-R2B act | PKA-R1A activ | HTR5A inv ag | Arr AP2 block | HTR5A ag
`CCC(=O)N1CCc2cc(Br)cc(S(=O)(=O)CCC(=O)NCC3CCCO3)c21` (configuration not stated) is listed with -11 | 0 | 95 | 3 | 1.7 | 5 | -7 | -4 | 33 | 7
`CCOC(=O)N1CCN(C(=O)c2ccc3c(c2)NC(=O)/C(=C\c2cccc(C)c2)S3)CC1` is listed with 14 | 6 | 104 | 3 | -2.7 | -4 | -10 | -26 | -2 | 3
